PLCg1 inh – blocks human PLC-gamma1 enzyme activity; AID 720700; inhibition, % at 12.2 µM; actives 0.84% (n = 370,000); P19174; purified PLC-gamma1, fluorogenic substrate, fluorescence; in the data active = inhibition above about 9.5%
DAX1 inh-1 – inhibitors of DAX1 repression of SF-1 activated StAR promoter. actives 1.1% (n = 370,000). inhibition, % at 6.8 µM. HEK293T StAR-luciferase reporter, SF-1/DAX-1 repression relief. AID 652010;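 active = inhibition above the mean over all tested compounds plus 3 SD, cut at about 3.6% in these data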;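 also: 0% = DAX-1 cells with DMSO and 100% = cells lacking DAX-1 with DMSO; higher inhibition means more luminescence from relief of DAX-1 repression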
PLC-beta3 inh – blocks human PLC-beta3 enzyme activity. Q01970. Purified PLC-beta3, fluorogenic substrate, fluorescence. inhibition, % at 12.2 µM. actives 0.18% (n = 370,000). AID 720704; in the data active = inhibition above about 11%;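 also: 0% = median of compound wells on plate and 100% = full blocker control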
ssDAF-12 act – activates DAF-12 receptor from parasite S. stercoralis. HEK293 ssDAF-12/GRIP1 lit1-tk-luc reporter, luminescence; % of 3 µM dafachronic acid response. activation, % at 6.8 µM. actives 1% (n = 370,000). AID 652126;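 active = activation above the mean over all tested compounds plus 3 SD, cut at about 0.9% in these data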;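 also: 0% = DMSO-only wells and 100% = 3 µM delta7-dafachronic acid wells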
hcDAF12 agonist – H. contortus DAF-12 activation, primary screen | HEK293 hcDAF-12 lit1-tk-luc reporter, luminescence; 0% DMSO, 100% Δ7-dafachronic acid | activation, % at 6.8 µM | actives 1.4% (n = 370,000);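 active = activation above the mean of all tested compounds plus 3 SD, cut at about 5.5% in these data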;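 also: 100% = response to 3 µM Δ7-dafachronic acid high control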
hgDAF-12 ag – activates the H. glycines DAF-12 receptor ligand-binding domain; actives 1.8% (n = 370,000); activation, % at 6.8 µM; AID 687014; HEK293 GAL4-hgDAF12 UAS-luciferase reporter, agonist luminescence; normalized to butyrate control;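 active = activation above a cutoff set at the mean of all screened compounds plus 3 SD, cut at about 10% in these data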;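 also: 0% = DMSO wells and 100% = sodium butyrate wells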
Rev-erbA mod – Rev-erb alpha (human) modulation. P20393. Rev-erbα–FITC-DNA binding, fluorescence polarization, 90 min. activity, % at 10 µM. actives 0.79% (n = 370,000). AID 1259318;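 active = activity above about 14%, limit read from the data; passing the limit was not always enough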;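 also: 0% = DMSO wells with 35 nM protein and 100% = DMSO wells with 750 nM protein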
Target sequence (P20393 whole entry, looked up): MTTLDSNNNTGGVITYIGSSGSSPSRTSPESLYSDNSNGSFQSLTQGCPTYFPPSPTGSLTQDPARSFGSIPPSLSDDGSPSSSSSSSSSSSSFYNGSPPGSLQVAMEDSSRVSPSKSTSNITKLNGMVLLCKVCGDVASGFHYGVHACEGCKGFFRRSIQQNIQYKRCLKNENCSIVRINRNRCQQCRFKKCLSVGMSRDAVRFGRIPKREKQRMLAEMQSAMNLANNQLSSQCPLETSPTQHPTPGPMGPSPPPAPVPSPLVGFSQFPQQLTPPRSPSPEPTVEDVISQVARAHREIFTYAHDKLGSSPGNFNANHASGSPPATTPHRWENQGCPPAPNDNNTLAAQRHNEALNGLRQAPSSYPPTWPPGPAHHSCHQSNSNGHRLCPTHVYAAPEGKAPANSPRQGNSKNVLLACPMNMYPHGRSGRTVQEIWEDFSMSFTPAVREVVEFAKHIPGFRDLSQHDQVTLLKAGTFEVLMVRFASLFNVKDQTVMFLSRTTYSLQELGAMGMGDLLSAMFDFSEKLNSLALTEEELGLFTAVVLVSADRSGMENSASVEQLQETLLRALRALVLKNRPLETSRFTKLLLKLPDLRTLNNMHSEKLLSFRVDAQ
DAX1 inh-2 – inhibitors of human orphan nuclear receptor DAX1 (NR0B1); P51843; HEK293 Gal4-DAX1 luciferase reporter, luminescence; inhibition, % at 6.75 µM; actives 0.99% (n = 340,000); AID 504766;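 active = inhibition above the mean over all tested compounds plus 3 SD, cut at about 4.2% in these data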;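 also: 0% = DAX1-transfected cells with DMSO and 100% = empty-vector control cells with DMSO; inhibition shows as a rise in luminescence from relieved DAX1 repression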
MBD2 inh – MBD2-methylated oligo binding inhibition; TR-FRET, MBD2 binding to methylated oligonucleotide; inhibition, % at 4.4 µM; actives 0.31% (n = 370,000); in the data active = inhibition above about 13%
SMARCA2 activ – activators of SMARCA2 function | AID 652017 | actives 1% (n = 370,000) | MG213 cells, MMTV-luciferase reporter, dexamethasone, overnight | activation, % at 9.1 µM; in the data active = activation above about 7.8%;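 also: 0% = vehicle wells and 100% = reference activator wells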
ADAM17 inh – inhibits human ADAM17. inhibition, % at 6.95 µM. actives 0.83% (n = 370,000). P78536. recombinant ADAM17, EDANS/DABCYL FRET peptide cleavage;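 active = inhibition above the mean of compounds lying between control limits plus 3 SD, set per campaign, cut at about 8.5% in these data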;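 also: 0% = DMSO-only wells as the low control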
An asterisk follows results filed as active; i = inactive; x = not tested or not shown.

| # | structure | hgDAF-12 ag | DAX1 inh-1 | PLCg1 inh | Rev-erbA mod | hcDAF12 agonist | SMARCA2 activ |
| --- | --- | --- | --- | --- | --- | --- | --- |
| 1 | COc1cc(C2C(C#N)=C(N)N(N(C)C)C3=C2C(=O)CCC3)ccc1O (stereo unspecified) | -0.3 | -0.2 | -4 | 4 | -1.4 | -1 |
| 2 | CCOC(=O)C(=O)N/N=C(/c1ccccc1)c1ccc(OC)cc1 | 0.3 | 0.7 | 0 | -4 | -0.5 | -5 |
| 3 | C=CCn1c(SCC(=O)NCc2ccco2)nc2sc3c(c2c1=O)CCC3 | 0.1 | -0.4 | -1 | -2 | -0.2 | -6 |
| 4 | Cc1nc2cccc(C(=O)NCc3ccccc3)c2o1 | -0.5 | -0.6 | -24 | 3 | 0.4 | -2 |
| 5 | CCOc1ccc(OC(=O)C(CCS(C)(=O)=O)N2C(=O)c3ccccc3C2=O)cc1 (stereo unspecified) | -3.5 | 0.4 | 0 | 1 | -1.1 | -4 |
| 6 | CCc1cc(Cn2nc(-c3ccccc3)cc2C(=O)NCc2cccs2)on1 | -3.0 | -1.4 | 4 | -1 | -2.1 | 0 |
| 7 | Cc1cccc(N(C(=O)c2csnn2)C(C(=O)NC(C)(C)C)c2cccnc2)c1 (stereo unspecified) | -0.7 | -0.9 | 6 | -1 | -0.6 | 1 |
| 8 | CCc1cccc(NC(=O)CCS(=O)(=O)c2cc3c(cc2C)NC(=O)CO3)c1 | -1.5 | 0.9 | 1 | 8 | 3.3 | 0 |
| 9 | CCOn1c(=O)c(-c2cccc3ccccc23)[n+]([O-])c2ccccc21 | -2.1 | -0.3 | -8 | 4 | 2.7 | -6 |
| 10 | Cc1nn(C)c(Oc2ccccc2)c1CCNS(=O)(=O)c1ccc(Cl)cc1 | -3.1 | -2.0 | 2 | 4 | -4.4 | -2 |
| 11 | O=C(/C=C/c1c(F)cccc1Cl)NCc1ccc2c(c1)OCO2 | 0.9 | 0.3 | 0 | 9 | 0.3 | 0 |
| 12 | CNc1nc(Sc2cccc(C(F)(F)F)c2)cc(C(F)(F)F)n1 | 0.7 | -0.6 | -1 | 3 | -0.5 | 3 |
| 13 | COc1cc2c3nnc(-c4ccc(F)cc4)c-3cn(Cc3cccc(C)c3)c2cc1OC | 3.9 | -0.8 | i | 18 | 2.4 | -1 |
| 14 | CCOc1ccccc1N(CC(=O)NCc1ccncc1)S(=O)(=O)c1ccccc1 | 1.3 | 0.3 | 0 | -3 | -0.6 | -2 |
| 15 | O=C(COc1ccc2cc(Br)ccc2c1)N1CCCC1 | 5.5 | 1.7 | -7 | 5 | -0.2 | 2 |

| # | ADAM17 inh | ssDAF-12 act | DAX1 inh-2 | PLC-beta3 inh | MBD2 inh |
| --- | --- | --- | --- | --- | --- |
| 1 | -5 | -0.6 | 0.1 | -18 | -5 |
| 2 | -2 | 0.0 | 2.1 | -4 | -3 |
| 3 | -4 | -1.0 | 0.1 | -2 | -4 |
| 4 | -27 | -0.8 | -1.2 | -31 | 2 |
| 5 | -1 | -0.8 | -0.1 | -5 | -2 |
| 6 | 16* | -1.8 | -2.2 | 5 | 1 |
| 7 | 2 | -1.2 | 0.2 | -1 | -1 |
| 8 | 0 | -1.3 | -0.6 | 0 | -6 |
| 9 | -3 | -0.8 | -0.9 | -13 | -1 |
| 10 | 4 | -1.8 | -2.4 | 0 | 0 |
| 11 | -4 | -0.9 | 1.3 | -5 | -7 |
| 12 | -1 | -1.5 | 0.4 | 5 | 1 |
| 13 | -219 | -1.8 | 1.7 | i | -1 |
| 14 | -1 | -1.0 | -0.6 | -4 | -2 |
| 15 | -1 | -0.6 | 1.0 | -6 | -5 |

(more compounds)
| # | structure | hgDAF-12 ag | DAX1 inh-1 | PLCg1 inh | Rev-erbA mod | hcDAF12 agonist | SMARCA2 activ |
| --- | --- | --- | --- | --- | --- | --- | --- |
| 16 | CCCCc1[nH]nc2c1C1(C(=O)N(CC)c3ccccc31)C(C#N)=C(N)O2 (stereo unspecified) | 0.8 | 0.2 | 2 | 10 | -0.8 | 0 |
| 17 | COC[C@@H]1CCCN1c1cccc2c1S(=O)(=O)N1CC[C@@H](C1)O2 | 3.7 | -0.8 | -3 | -8 | 0.3 | -3 |
| 18 | CC(=O)Nc1ccc(N2CCCCC2)cc1 | 1.5 | 0.6 | 2 | -5 | -1.7 | -3 |
| 19 | N/C(=N\OC(=O)C1CC1)c1ccc([N+](=O)[O-])s1 | -3.9 | -0.6 | 4 | 6 | -0.9 | 0 |
| 20 | CCn1nc(C(=O)NCC(c2cccs2)N2CCOCC2)c2ccccc2c1=O (stereo unspecified) | -1.5 | -0.3 | -2 | -2 | -1.3 | 0 |
| 21 | CCOc1ccccc1N(CC(=O)O)S(=O)(=O)c1ccc(C)cc1 | -0.7 | 0.3 | 0 | 3 | 1.5 | -3 |

| # | ADAM17 inh | ssDAF-12 act | DAX1 inh-2 | PLC-beta3 inh | MBD2 inh |
| --- | --- | --- | --- | --- | --- |
| 16 | -6 | -1.6 | 0.4 | -1 | -2 |
| 17 | -1 | 0.3 | x | -6 | 4 |
| 18 | 0 | -1.4 | -0.3 | 3 | -1 |
| 19 | 0 | -1.2 | 0.1 | -6 | -3 |
| 20 | 2 | -1.5 | -0.8 | -6 | 4 |
| 21 | -4 | -1.2 | 1.5 | -3 | -4 |

Exported tab-delimited: entries from further up.
No.	Molecule	hgDAF-12 ag	DAX1 inh-1	PLCg1 inh	Rev-erbA mod	hcDAF12 agonist	SMARCA2 activ	ADAM17 inh	ssDAF-12 act	DAX1 inh-2	PLC-beta3 inh	MBD2 inh
8	CCc1cccc(NC(=O)CCS(=O)(=O)c2cc3c(cc2C)NC(=O)CO3)c1	-1.5	0.9	1	8	3.3	0	0	-1.3	-0.6	0	-6
9	CCOn1c(=O)c(-c2cccc3ccccc23)[n+]([O-])c2ccccc21	-2.1	-0.3	-8	4	2.7	-6	-3	-0.8	-0.9	-13	-1
10	Cc1nn(C)c(Oc2ccccc2)c1CCNS(=O)(=O)c1ccc(Cl)cc1	-3.1	-2.0	2	4	-4.4	-2	4	-1.8	-2.4	0	0
11	O=C(/C=C/c1c(F)cccc1Cl)NCc1ccc2c(c1)OCO2	0.9	0.3	0	9	0.3	0	-4	-0.9	1.3	-5	-7
12	CNc1nc(Sc2cccc(C(F)(F)F)c2)cc(C(F)(F)F)n1	0.7	-0.6	-1	3	-0.5	3	-1	-1.5	0.4	5	1
13	COc1cc2c3nnc(-c4ccc(F)cc4)c-3cn(Cc3cccc(C)c3)c2cc1OC	3.9	-0.8	i	18	2.4	-1	-219	-1.8	1.7	i	-1
14	CCOc1ccccc1N(CC(=O)NCc1ccncc1)S(=O)(=O)c1ccccc1	1.3	0.3	0	-3	-0.6	-2	-1	-1.0	-0.6	-4	-2
15	O=C(COc1ccc2cc(Br)ccc2c1)N1CCCC1	5.5	1.7	-7	5	-0.2	2	-1	-0.6	1.0	-6	-5
16	CCCCc1[nH]nc2c1C1(C(=O)N(CC)c3ccccc31)C(C#N)=C(N)O2 (stereo unspecified)	0.8	0.2	2	10	-0.8	0	-6	-1.6	0.4	-1	-2
17	COC[C@@H]1CCCN1c1cccc2c1S(=O)(=O)N1CC[C@@H](C1)O2	3.7	-0.8	-3	-8	0.3	-3	-1	0.3	x	-6	4
18	CC(=O)Nc1ccc(N2CCCCC2)cc1	1.5	0.6	2	-5	-1.7	-3	0	-1.4	-0.3	3	-1
